# From PubChem
# Tb PGK inh = T. brucei PGK inhibition | AID 602233 | Potency, µM (top dose mostly 57.5 µM), inactives show at the top dose activity change, negative = inhibition, most hits filed as inhibitors | PGK/GAPDH coupled, Kinase-Glo luminescence, 60 min | P07378 | actives 0.043% (n = 380,000); note: potency is the fitted concentration of half-maximal effect; % is set by controls: 0 for no effect and ±100 for the full control effect; nearly all actives have a fitted effect of over 60% in size
#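 Luminescent ATP detection (Kinase-Glo Plus) follows a 60-minute room-temperature incubation, with wells lacking PGK as controls. Buffer: 100 mM TEA (pH 7.6), 5 mM MgCl2, 0.01% Tween-20. Coupling enzyme GAPDH (100 nM final) supplies unstable 1,3-BPG in-well.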
# POLB inh = blocks human DNA polymerase beta activity; Pol beta primer extension/strand displacement, fluorescence kinetic; Potency, µM (titrated, usually from 114 µM), inactives show top-dose activity change, negative = inhibition, actives largely listed as inhibitors; actives 1.3% (n = 340,000); AID 485314; note: potency is the fitted concentration of half-maximal effect; % is set by controls: 0 for no effect and ±100 for the full control effect
#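 Enzyme-only controls used 10 nM Pol beta; buffer lacking enzyme served as negative control. Compound preincubated 15 min, then 50 nM substrate added; 0 and 10 min reads at room temperature.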
# Pol iota inh = inhibitors of human DNA polymerase iota; Potency, µM (top dose mostly 115 µM), for inactives: at the highest dose activity, negative = inhibition, actives largely listed as inhibitors; actives 1% (n = 390,000); Pol iota fluorescent replication assay, 10 min; Q9UNA4; AID 588590; note: potency is the fitted concentration of half-maximal effect
#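 Pol iota at 10 nM preincubated 15 min with compounds at room temperature; reaction started with fluorescent substrate, 50 nM final. Fluorescence read kinetically at 0 and 10 min; buffer-only wells as negative control.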
# RXFP1 antag = RXFP1 (human) relaxin receptor antagonism | HEK293-RXFP1, relaxin-stimulated cAMP HTRF, 30 min; stronger effect = lower value | actives 0.59% (n = 350,000) | AID 1259400 | activity change, negative = inhibition, % at 57.5 µM;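 active = activity change of -60% or lower, but not beyond a set lower limit; inconclusive = change between -60% and -40%, or beyond the set limit; inactive = change above -40%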; note: % is set by controls: 0 for no effect and ±100 for the full control effect
# APEX1 inh = inhibitors of human APE1 endonuclease. actives 0.35% (n = 350,000). Potency, µM (series often up to 65.8 µM), for inactives: top-dose activity change, negative = inhibition, actives largely listed as inhibitors. recombinant APE1, TAMRA/BHQ-2 abasic DNA cleavage fluorescence. P27695;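 note: potency is the fitted concentration of half-maximal effect; plate controls were vehicle for no effect and reference inhibitor for full effect; nearly all actives have a fitted effect of over 55% in size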
#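 0.75 nM APE1 + cpd, 15 min RT; start w/ 50 nM TAMRA/BHQ-2 THF-abasic dsDNA; kinetic fluor 525/598 nm ×3 reads @60 s; Δ(read3−read1); normalized to DMSO and NSC13755 control wells.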
# POLH inh = inhibitors of human DNA polymerase eta | recombinant Pol eta, fluorescent DNA replication assay | Potency, µM (top dose mostly 114 µM), inactives show top-dose activity change, negative = inhibition, actives largely listed as inhibitors | actives 1.2% (n = 390,000) | AID 588591; note: potency is the fitted concentration of half-maximal effect; % is set by controls: 0 for no effect and ±100 for the full control effect
#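 Pol eta (10 nM) was preincubated with compounds for 15 min at room temperature, after which fluorescent replication substrate (50 nM final) was added to start the reaction. Fluorescence was read kinetically at 0 and 10 min.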
# Anesthetic bind = candidate novel general anesthetic via apoferritin binding | P02791 | apoferritin/1-aminoanthracene competitive binding, fluorescence | actives 0.074% (n = 350,000) | Potency, µM (highest dose often 77.5 µM), for the others: at the highest dose activity change, negative = displacement, hits mostly inhibitors; note: potency is the fitted concentration of half-maximal effect; % is set by controls: 0 for no effect and ±100 for the full control effect; nearly all actives have a fitted effect of over 20% in size
#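 Concentration-response curves derived by four-parameter Hill fitting of normalized fluorescence, where compounds displaced 1-AMA from 10 uM horse apoferritin following a brief 10 min room-temperature incubation; propofol titration acted as positive control.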
# BLM helicase inh = inhibitors of human Bloom syndrome helicase BLM; P54132; recombinant BLM DNA unwinding, fluorescence dequenching; Potency, µM (series often up to 56.1 µM), for the others: at the top dose activity change, negative = inhibition, most hits filed as inhibitors; actives 0.2% (n = 350,000); AID 2528;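 note: potency is the fitted concentration of half-maximal effect; plate controls were vehicle for no effect and no enzyme for full effect; nearly all actives have a fitted effect of over 35% in size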
# Target sequence (P54132 whole entry, looked up): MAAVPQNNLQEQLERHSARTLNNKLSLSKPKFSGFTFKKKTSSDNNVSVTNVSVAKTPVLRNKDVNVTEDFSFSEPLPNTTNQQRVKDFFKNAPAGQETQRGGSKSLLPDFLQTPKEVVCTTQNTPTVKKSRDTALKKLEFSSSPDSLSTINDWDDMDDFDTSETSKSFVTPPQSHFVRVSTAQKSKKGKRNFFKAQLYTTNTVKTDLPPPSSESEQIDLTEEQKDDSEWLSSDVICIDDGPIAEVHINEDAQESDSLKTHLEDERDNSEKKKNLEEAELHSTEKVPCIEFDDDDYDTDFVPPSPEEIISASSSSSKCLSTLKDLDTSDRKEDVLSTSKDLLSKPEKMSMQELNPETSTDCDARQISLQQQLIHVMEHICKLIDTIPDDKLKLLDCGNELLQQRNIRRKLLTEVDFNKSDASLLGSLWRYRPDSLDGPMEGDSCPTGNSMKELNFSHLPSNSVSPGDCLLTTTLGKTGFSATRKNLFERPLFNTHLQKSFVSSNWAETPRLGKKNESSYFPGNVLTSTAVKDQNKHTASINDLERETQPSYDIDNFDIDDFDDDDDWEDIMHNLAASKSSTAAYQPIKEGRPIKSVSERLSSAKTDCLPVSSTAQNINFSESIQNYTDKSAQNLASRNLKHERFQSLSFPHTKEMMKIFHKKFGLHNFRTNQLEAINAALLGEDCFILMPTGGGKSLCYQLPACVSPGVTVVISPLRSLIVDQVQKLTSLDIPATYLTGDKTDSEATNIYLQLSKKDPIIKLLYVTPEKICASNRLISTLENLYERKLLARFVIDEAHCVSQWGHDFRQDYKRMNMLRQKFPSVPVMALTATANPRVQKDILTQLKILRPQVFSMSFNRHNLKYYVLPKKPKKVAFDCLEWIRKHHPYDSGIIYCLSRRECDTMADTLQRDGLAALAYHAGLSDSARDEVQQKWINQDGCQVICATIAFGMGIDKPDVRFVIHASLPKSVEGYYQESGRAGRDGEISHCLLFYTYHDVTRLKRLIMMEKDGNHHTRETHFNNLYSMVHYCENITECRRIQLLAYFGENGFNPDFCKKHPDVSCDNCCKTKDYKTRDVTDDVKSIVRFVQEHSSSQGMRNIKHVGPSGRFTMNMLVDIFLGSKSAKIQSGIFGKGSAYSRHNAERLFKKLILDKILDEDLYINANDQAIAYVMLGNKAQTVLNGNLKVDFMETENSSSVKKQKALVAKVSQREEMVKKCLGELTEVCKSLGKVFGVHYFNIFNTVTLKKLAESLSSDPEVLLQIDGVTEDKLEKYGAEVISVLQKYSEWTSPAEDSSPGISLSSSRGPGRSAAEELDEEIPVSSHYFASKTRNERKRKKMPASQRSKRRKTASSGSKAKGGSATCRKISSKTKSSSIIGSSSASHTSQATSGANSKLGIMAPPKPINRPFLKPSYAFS
# POLK inh = DNA polymerase kappa (human) inhibition. purified Pol kappa, fluorescent DNA synthesis assay, 10 min. Potency, µM (titrated, usually from 107 µM), for inactives: at the top dose activity, negative = inhibition, usual class: inhibitors. actives 0.53% (n = 400,000); note: potency is the fitted concentration of half-maximal effect; % is set by controls: 0 for no effect and ±100 for the full control effect
#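 Kinetic fluorescence readout at 0 and 10 min followed reaction start with substrate at 50 nM final. Beforehand, enzyme (10 nM Pol kappa) stood 15 min with compound at room temperature; buffer-only wells were negative controls.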
# * marks the source's active call; other numbers are inactive results; i = inactive; ? = inconclusive; nt = not tested or not shown; & = joins results of further samples; [ ] = remark or other dose. Unless noted, calls come from the whole dose curve; as a rule, active = well fitted curve in the direction sought with a large enough effect; inconclusive = small, poorly fitted or top-dose-only effect, or another doubt; inactive = no such curve, though single readings can be large; an effect the other way counts as inactive or inconclusive. Only part of the results is shown; the hit share may differ from the screen's.
SMILES,Tb PGK inh,POLB inh,Pol iota inh,RXFP1 antag,APEX1 inh,POLH inh,Anesthetic bind,BLM helicase inh,POLK inh
COc1ccccc1CNC(=O)C1CCCN(S(=O)(=O)c2cccc3nonc23)C1 (stereo not given),0%,12%,1%,-6,61%[activator],-5%,-4%,-4%,-7%
CCCCNC(=O)c1ccccc1NC(=O)CCSc1ccccc1,4%,1%,11%,-3,-5%,-25%,-6%,-7%,-12%
COc1cc(CNCCSc2nnnn2C)ccc1OCc1ccccc1,-1%,33%[activator],-6%,nt,nt,-11%,?,0%,-9%
O=C(c1ccc(NS(=O)(=O)c2ccccc2)cc1)N1CCN(c2ccccc2)CC1,5%,nt,6%,11,18%,-5%,nt,nt,-15%
COc1ccc(C(=O)O/N=C2\CCCc3nonc32)cc1,-8%,-8%,32%[activator],7,-1%,-9%,-3%,1%,-4%
CC(=O)NCCCNc1ccc([N+](=O)[O-])cc1,i,33%,28%,1,1%,-14%,-6%,6%,-7%
Cc1ccc(-c2nc(C(F)(F)F)cc(=O)[nH]2)cc1,6%,3%,16%,1,2%,-2%,-6%,-3%,-11%
Cc1nc2cc(N)ccc2n1-c1ccccc1,7%,0%,44%[activator],-4,2%,-10%,-9%,1%,-18%
Cc1cc(=O)[nH]c(N/N=C/c2c(C)nn(-c3ccc(F)cc3)c2Cl)n1,-9%,-8%,49%[activator],-22,-1%,-20%,-4%,-1%,4%
CN(C)c1ncnc2c1NC1=C(S2)C(=NCCCC(=O)O)CC(C)(C)C1,i,35%,?,-7,-4%,-6%,-2%,-1%,-6%
O=C(NCCCl)C1Cc2c(ccc3ccccc23)O1 (stereo not given),-1%,-17%,156%[activator],3,-1%,-2%,-8%,-4%,-1%
CCOC(=O)N1CCN(C(=O)CN(C2CCCCC2)S(=O)(=O)c2c(C)cc(C)cc2C)CC1,-2%,-1%,4%,-16,-1%,-17%,-9%,-5%,-4%
Cc1nc(N2CCOCC2)nc(N2CCCCC2C)c1[N+](=O)[O-] (stereo not given),-2%,-9%,-13%,nt,3%,-11%,-8%,-1%,-4%
Cc1[nH]c(C)c(S(=O)(=O)N2CCN(c3cccc(C(F)(F)F)c3)CC2)c1C(=O)N1CCCC1,-5%,0%,12%,-8,-13%,-29%,-10%,-2%,-1%
CCOC(=O)C1CCCN(C(=O)c2ccc(NS(=O)(=O)c3ccc4[nH]c(=O)[nH]c4c3)cc2)C1 (stereo not given),1%,nt,6%,10,8%,7%,nt,nt,-13%
CCN(CC)CCn1c2c(c(SCC(=O)Nc3ccc4c(c3)OCCO4)nc1=O)CCCC2,14%,nt,-5%,-6,5%,-10%,nt,nt,-6%
Cc1ccc(CCNC(=O)C2CCC(=O)N(Cc3ccccc3F)C2)o1 (stereo not given),i,-16%,11%,-18,31%,-9%,-6%,-1%,2%
Cc1nn(CC(=O)Nc2ccc3c(c2)OCO3)c(C)c1Cl,-4%,0%,30%[activator],1,-5%,-9%,?,-2%,7%
CCOc1cc(/C=C/C(=O)N(CC)CC(=O)NCc2cccs2)cc(Cl)c1OC,-9%,nt,33%[activator],-3,7%,-4%,nt,nt,0%
CCOC(=O)c1sc(=NC(=O)COc2ccccc2)n(C)c1C,3%,6%,134%[activator],-7,-4%,3%,-16%,0%,-10%
CCOc1ccc(N2C(=O)CC(NNc3nc4ccccc4s3)C2=O)cc1 (stereo not given),9%,23%,136%[activator],0,?,-7%,-6%,0%,0%
CCOC(=O)C1=C(C)S/C(=C\N(C)C)C1=O,1%,?,25µM*,3,21%,?,82%[activator],-2%,?
COc1ccc(-c2c(C)nn3c(C(F)(F)F)cc(-c4ccccc4)nc23)cc1,9%,6%,-15%,-16,nt,-9%,2%,-4%,-21%
CCOC(=O)c1ccc(NC(=O)CC2NCCNC2=O)cc1 (stereo not given),-8%&-5%,5%&33%,1%&4%,-8&0,0%,-17%&4%,-2%&-5%,0%&-1%,-5%&-12%
O=C(Nc1ccccc1)N1CCC(C(=O)N2CCN(c3ccccc3F)CC2)CC1,-2%,-8%,-12%,-6,-2%,-10%,-6%,2%,7%

# An excerpt from above in order of SMILES length, lowest first:
SMILES,Tb PGK inh,POLB inh,Pol iota inh,RXFP1 antag,APEX1 inh,POLH inh,Anesthetic bind,BLM helicase inh,POLK inh
CCOC(=O)C1=C(C)S/C(=C\N(C)C)C1=O,1%,?,25µM*,3,21%,?,82%[activator],-2%,?
CC(=O)NCCCNc1ccc([N+](=O)[O-])cc1,i,33%,28%,1,1%,-14%,-6%,6%,-7%
COc1cc(CNCCSc2nnnn2C)ccc1OCc1ccccc1,-1%,33%[activator],-6%,nt,nt,-11%,?,0%,-9%
CCOC(=O)c1sc(=NC(=O)COc2ccccc2)n(C)c1C,3%,6%,134%[activator],-7,-4%,3%,-16%,0%,-10%
CCOc1ccc(N2C(=O)CC(NNc3nc4ccccc4s3)C2=O)cc1 (stereo not given),9%,23%,136%[activator],0,?,-7%,-6%,0%,0%
CN(C)c1ncnc2c1NC1=C(S2)C(=NCCCC(=O)O)CC(C)(C)C1,i,35%,?,-7,-4%,-6%,-2%,-1%,-6%
COc1ccc(-c2c(C)nn3c(C(F)(F)F)cc(-c4ccccc4)nc23)cc1,9%,6%,-15%,-16,nt,-9%,2%,-4%,-21%
Cc1[nH]c(C)c(S(=O)(=O)N2CCN(c3cccc(C(F)(F)F)c3)CC2)c1C(=O)N1CCCC1,-5%,0%,12%,-8,-13%,-29%,-10%,-2%,-1%

# The main list resumes with the two entries that preceded the break.
SMILES,Tb PGK inh,POLB inh,Pol iota inh,RXFP1 antag,APEX1 inh,POLH inh,Anesthetic bind,BLM helicase inh,POLK inh
CCOC(=O)c1ccc(NC(=O)CC2NCCNC2=O)cc1 (stereo not given),-8%&-5%,5%&33%,1%&4%,-8&0,0%,-17%&4%,-2%&-5%,0%&-1%,-5%&-12%
O=C(Nc1ccccc1)N1CCC(C(=O)N2CCN(c3ccccc3F)CC2)CC1,-2%,-8%,-12%,-6,-2%,-10%,-6%,2%,7%
COC(=O)c1ccc2nc(C)cc(Nc3cccc(Cl)c3C)c2c1,-3%,-14%,48%[activator],nt,nt,2%,42%[activator],0%,-15%
CC/C(=N\NC(=O)c1ccoc1C)c1ccc(C)o1,8%,-10%,133%[activator],-3,3%,-16%,-2%,8%,-13%
Cc1ccc(-n2c(=S)sc3c(=O)n(-c4ccccc4F)c(SCC(=O)O)nc32)cc1C,?,21%,-3%,-12,1%,1%,-6%,-3%,-21%
O=C(CN1C(=O)/C(=C/c2cccc(Cl)c2)SC1=S)NC1C=CS(=O)(=O)C1 (stereo not given),i,?,?,3,45%[activator],-16%,-29%,-6%,-5%
CC(C)c1nc(N2CCOCC2)c(C#N)c2c1CCCC2,-4%,-4%,6%,-24,1%,-9%,-3%,-7%,-23%
CCc1cc(C(c2ccccc2OC)N2CCOCC2)c(NC(=O)c2ccccc2)s1 (stereo not given),-4%,29%,-1%,-3,-4%,-12%,87%[activator],-11%,-12%
CSc1ccccc1C(=O)NCc1ccc(F)cc1,-1%,-19%,-21%,2,1%,-14%,-12%,1%,-2%
COc1cc(OC)c(NC(C)C(=O)N2CCCC2)cc1Cl (stereo not given),-10%,81%,-29%,10,-2%,-15%,-3%,-2%,-7%
CCCCOc1ccccc1C1NC(=O)NC(C)=C1C(=O)OCc1ccco1 (stereo not given),-6%,?,35%[activator],-20,1%,-13%,-15%,-7%,-1%
CCOc1ccc(S(=O)(=O)N2CCN(Cc3ccccc3)CC2)cc1,-2%,7%,122%[activator],-15,-7%,-19%,10%,-2%,2%
CN1C(=O)C(O)(CC(=O)c2ccc3c(c2)OCO3)c2ccccc21 (stereo not given),1%,7%,-3%,19,-4%,-10%,35%[activator],4%,3%
Cc1cc(C)cc(NC(=O)Nc2ccc3ccccc3n2)c1,-9%,0%,38%[activator],-8,0%,-13%,-6%,-1%,-5%
COc1ccccc1NC(=O)c1ccccc1NC(=O)c1cccs1,-3%,-2%,-14%,-1,20%,3%,-3%,-6%,-1%
CC(Nc1nc(N2CCCCC2)nc2ccccc12)c1ccccc1 (stereo not given),-5%,18%,12%,-32,5%,-2%,?,4%,-24%
COCCCNC(=O)c1nc2c(nnn2Cc2cc(C)ccc2C)c(=O)[nH]1,-11%,-22%,19%,18,5%,-1%,2%,2%,-5%
COC(=O)c1ccccc1NC(=O)CN1CCN(C23CC4CC(CC(C4)C2)C3)CC1,nt,3%,0%,-25,-2%,1%,-19%,-9%,8%
O=C(CNCCC1=CCCCC1)Nc1ccc(N2CCCCCC2)cc1,-8%,11%,14%,-29,9%,-23%,?,-6%,-6%
CCOC(=O)N1CCC2(CC1)NCCc1c2[nH]c2ccccc12,-9%,2%,14%,9,-5%,-18%,-1%,1%,2%
O=C(Nc1ccc(Cl)c(Cl)c1)OCc1cncs1,1%,10%,10%,7,15%,-5%,?,-7%,-2%
CCN(CC)c1ccc(/C=N/Nc2nn[nH]n2)cc1,2%,9%,38%[activator],-4,-6%,-19%,-1%,3%,-6%
O=C(CSc1nc2c(oc3ccccc32)c(=O)n1Cc1ccco1)Nc1ccccc1,i,7%,28%,nt,nt,-9%,-4%,-7%,10%
Cn1cc(C(=O)N/N=C/C2=C(N3CCOCC3)C(=C\c3ccccc3)/CC2)ccc1=O,i,4%,5%,7,-5%,0%,-8%,-1%,-1%
CCN(CC)c1ccc(S(=O)(=O)N(CC)CC)cc1NC(=O)C1CCCC1,-3%,1%,6%,-5,4%,-19%,-9%,-6%,-14%
O=C(CCn1cncn1)N1CCN(S(=O)(=O)c2ccc(Cl)cc2)CC1,2%,12%,100%[activator],7,-5%[12.4 µM],-3%,4%,1%,-15%
